Screens deposited in PubChem by several laboratories.
NSD2 inh – NSD2 (human) methyltransferase inhibition | O96028 | inhibition, % at 12.5 µM | AID 743445 | NSD2 peptide methylation, AlphaScreen, 120 min | hit rate 0.54% among 310,000; in the data active = inhibition above about 50%
Cardiac RTF inh – cardiac RTF calcium desensitization; AID 493244; inhibition, % at 7.15 µM; IANBD-labeled cardiac RTF, Ca2+ fluorescence; hit rate 0.12% among 340,000; P19429+P45379;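 active = inhibition above the mean inhibition of all tested compounds plus 3 SD, cut at about 17% in these data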;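 note: assay run at fixed EC70 calcium of 1.6 mM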
PvdQ acylase – blocks Pseudomonas aeruginosa PvdQ acylase activity; purified PvdQ acylase, fluorescence plate reader; inhibition, % at 10 µM; hit rate 0.063% among 340,000; AID 488965; in the data active = inhibition above about 30%, passing the limit was not always enough;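 note: 0% = vehicle neutral wells and 100% = reference inhibitor wells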
dFosB act – mouse delta FosB homodimer activation; purified delta FosB, TAMRA-CDK5 oligo fluorescence polarization; percent of positive-control signal above neutral wells; activation, % at 25 µM; P13346; hit rate 0.99% among 340,000;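 active = mean activation above about 17%, with every replicate also reaching it, limit read from the data, passing the limit was not always enough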;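 note: fluorescence polarization rise as delta FosB binds a TAMRA Cdk5 AP-1 oligo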
Target sequence (P13346 whole entry, looked up): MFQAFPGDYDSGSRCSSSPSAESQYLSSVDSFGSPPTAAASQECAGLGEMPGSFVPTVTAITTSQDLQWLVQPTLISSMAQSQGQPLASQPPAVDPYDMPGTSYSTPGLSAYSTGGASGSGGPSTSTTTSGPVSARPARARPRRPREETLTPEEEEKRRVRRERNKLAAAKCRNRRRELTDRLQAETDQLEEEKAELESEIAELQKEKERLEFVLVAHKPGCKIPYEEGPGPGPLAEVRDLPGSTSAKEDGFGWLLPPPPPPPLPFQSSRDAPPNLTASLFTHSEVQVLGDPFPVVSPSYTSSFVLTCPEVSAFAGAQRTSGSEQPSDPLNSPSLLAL
Mot1-301 SUMO – SUMOylation pathway inhibition by Mot1-301 growth rescue; S. cerevisiae Mot1-301 growth rescue, ATP luminescence, 38.5C; percent above DMSO median, 100 means doubled; growth rescue, % at 18.8 µM; hit rate 1% among 320,000; AID 2716;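 active = every valid replicate shows activation above 250% relative to neutral control wells; inactive = the rest, any valid replicate at or below 250%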;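 note: OY570 slx delta 5 strain wells were the positive control but not used for scaling; some compounds called inactive have numbers as strong as hits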
PfHsp90 set2 – growth inhibition of yeast expressing Plasmodium Hsp90; S. cerevisiae expressing PfHsp90, BacTiter-Glo ATP, 48 h; yeast lacking PDR1 and PDR3 efflux regulators; inhibition, % at 9.4 µM; hit rate 0.32% among 310,000;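 active = every replicate shows inhibition above about 80%, whatever the replicate mean, limit read from the data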;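 note: 0% = DMSO neutral controls and 100% = 20 µM radicicol positive controls; yeast relying on Plasmodium falciparum Hsp90 in place of its own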
Keap1 Nrf2 FP – disrupts human Keap1 binding to Nrf2 peptide | Keap1 Kelch-Nrf2 peptide fluorescence polarization, 1536-well | inhibition, % at 9.4 µM | hit rate 0.15% among 340,000; in the data active = inhibition above about 12%;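 note: human Keap1 Kelch domain with fluorescein labeled Nrf2 9mer peptide probe; 0% = neutral control wells and 100% = peptide positive control; higher means more block of Keap1 binding to Nrf2 peptide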
Target sequence (Q14145 whole entry, looked up, the tested form may be a part): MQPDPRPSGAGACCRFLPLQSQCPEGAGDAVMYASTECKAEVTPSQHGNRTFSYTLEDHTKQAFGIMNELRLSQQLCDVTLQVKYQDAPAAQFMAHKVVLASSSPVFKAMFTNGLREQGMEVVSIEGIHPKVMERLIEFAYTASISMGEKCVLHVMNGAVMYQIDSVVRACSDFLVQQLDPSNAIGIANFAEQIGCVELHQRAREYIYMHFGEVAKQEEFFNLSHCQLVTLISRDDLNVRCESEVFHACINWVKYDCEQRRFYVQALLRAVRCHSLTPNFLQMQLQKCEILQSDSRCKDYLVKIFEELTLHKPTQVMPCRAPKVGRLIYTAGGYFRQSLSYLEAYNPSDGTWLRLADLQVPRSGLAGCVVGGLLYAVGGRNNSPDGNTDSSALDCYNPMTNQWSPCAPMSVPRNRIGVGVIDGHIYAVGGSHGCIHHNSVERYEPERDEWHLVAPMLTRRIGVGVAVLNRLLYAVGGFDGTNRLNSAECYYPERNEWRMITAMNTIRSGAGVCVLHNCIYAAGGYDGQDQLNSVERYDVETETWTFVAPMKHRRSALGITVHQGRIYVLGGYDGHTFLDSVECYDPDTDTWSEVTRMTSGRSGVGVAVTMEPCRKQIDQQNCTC
CDK5 p35 inh – blocks human CDK5/p35 kinase activity; Q00535+Q15078; Recombinant CDK5/p35, ADP-Glo luminescence, 60 min; inhibition, % at 10 µM; hit rate 0.01% among 330,000; AID 488839;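 active = highest replicate inhibition of at least 50% and at least 75% of replicates reaching 50%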;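 note: plate controls were DMSO neutral control for no effect and GW8510 at 10 µM for full effect; many of its hits are not listed in these tables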
Rtt109 HAT inh – C. albicans Rtt109 histone acetyltransferase inhibition; AID 540336; purified Rtt109/Vps75, ThioGlo CoA-SH fluorescence, 4 h; hit rate 0.16% among 330,000; Q5AAJ8; inhibition, % at 34.9 µM;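 active = inhibition of at least 50% in every replicate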
RTF Ca sens act – cardiac RTF calcium sensitization | P19429+P45379 | IANBD-labeled TnC RTF fluorescence at EC20 calcium; 0% EC20 calcium, 100% full calcium | activation, % at 7.2 µM | hit rate 0.24% among 340,000 | AID 493008;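 active = activation above the mean over all tested compounds plus 3 SD, cut at about 30% in these data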;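 note: rise in fluorescence read as greater calcium sensitivity of cardiac thin filaments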
C-LANA FP – inhibitors of KSHV LANA C-terminal domain DNA binding | MBP-C-LANA/FAM-LBS DNA binding, fluorescence polarization | inhibition, % at 9 µM | hit rate 0.078% among 340,000 | AID 504423;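 active = highest replicate inhibition at or above 60% at 9 µM, even if other replicates fall short; inactive = all replicates below 60% inhibition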;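 note: 0% = neutral control wells and 100% = 4 µM acridine orange control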
* marks the source's active call; other numbers are inactive results. The order is random; any-hit rate near 3.2%.

Screening CCCc1[nH]nc2c1C(c1c(C)nn(-c3ccccc3)c1Cl)C(C#N)=C(N)O2 (configuration not stated) returned NSD2 inh -2, Cardiac RTF inh -13, PvdQ acylase -11, dFosB act -13, Mot1-301 SUMO 65, PfHsp90 set2 6, Keap1 Nrf2 FP 5, CDK5 p35 inh -0.8, Rtt109 HAT inh 5, RTF Ca sens act 3 and C-LANA FP 2.3.
Screening CCN1/C(=N\N)c2cccc3cccc1c23 returned NSD2 inh 9, Cardiac RTF inh -33, PvdQ acylase -16, dFosB act -1, Mot1-301 SUMO 2, PfHsp90 set2 -18, Keap1 Nrf2 FP -4, CDK5 p35 inh 1.8, Rtt109 HAT inh -11, RTF Ca sens act 9 and C-LANA FP 0.0.
For CC(CCc1ccccc1)NC(=O)CNC(=S)N(Cc1cccs1)C1CCCC1 (configuration not stated) the results were Cardiac RTF inh -16, PvdQ acylase 3, dFosB act -6, PfHsp90 set2 -10, Keap1 Nrf2 FP -6, CDK5 p35 inh 0.3, Rtt109 HAT inh 2, RTF Ca sens act 3 and C-LANA FP 0.3.
Cc1nnc(SCC(=O)NCc2ccco2)n1-c1ccc(F)cc1 was read as NSD2 inh -2, Cardiac RTF inh 1, PvdQ acylase -12, dFosB act -2, Mot1-301 SUMO -22, PfHsp90 set2 0, Keap1 Nrf2 FP 2, CDK5 p35 inh 1.0, Rtt109 HAT inh -1, RTF Ca sens act -1 and C-LANA FP 0.9.
`CN1/C(=C/C=C(C#N)C#N)C=Cc2ccccc21` gave NSD2 inh -1, Cardiac RTF inh -9, PvdQ acylase -6, dFosB act 29*, Mot1-301 SUMO -9, PfHsp90 set2 1, Keap1 Nrf2 FP -7, CDK5 p35 inh -1.6, Rtt109 HAT inh -3, RTF Ca sens act -2 and C-LANA FP 0.7.
C=CCNC(=S)NNC(=O)COc1ccc(Br)cc1 was read as NSD2 inh -2, Cardiac RTF inh -1, PvdQ acylase -2, dFosB act 6, Mot1-301 SUMO -37, PfHsp90 set2 5, Keap1 Nrf2 FP 2, CDK5 p35 inh 0.8, Rtt109 HAT inh -2, RTF Ca sens act 1 and C-LANA FP 0.9.
Screening Cn1c(=O)oc2cc(S(=O)(=O)N3CCC(C(=O)NCc4ccc(F)cc4)CC3)ccc21 returned Cardiac RTF inh -4, PvdQ acylase -9, dFosB act -10, Mot1-301 SUMO -10, PfHsp90 set2 7, Keap1 Nrf2 FP 1, CDK5 p35 inh -0.7, Rtt109 HAT inh 5, RTF Ca sens act -6 and C-LANA FP 0.2.
For O=C(OCc1c(Cl)cccc1Cl)c1cccnc1Cl the results were NSD2 inh -7, Cardiac RTF inh -10, PvdQ acylase -4, dFosB act -3, PfHsp90 set2 -12, Keap1 Nrf2 FP 0, CDK5 p35 inh 0.4, Rtt109 HAT inh -1, RTF Ca sens act -3 and C-LANA FP 0.9.
For Cc1noc(C)c1NC(=O)N(C)C[C@H]1Oc2c(NS(=O)(=O)c3cccs3)cccc2C(=O)N([C@H](C)CO)C[C@@H]1C the results were Cardiac RTF inh -10, PvdQ acylase -4, dFosB act 2, Mot1-301 SUMO -9, PfHsp90 set2 0, Keap1 Nrf2 FP -3, CDK5 p35 inh -4.0, Rtt109 HAT inh 0, RTF Ca sens act 16 and C-LANA FP 0.3.
`CC(O)C(NS(=O)(=O)c1ccc(Cl)cc1)C(=O)OCC(=O)Nc1cccnc1Cl` (configuration not stated) gave NSD2 inh -1, Cardiac RTF inh 4, PvdQ acylase 12, dFosB act 7, Mot1-301 SUMO 4, PfHsp90 set2 7, Keap1 Nrf2 FP -5, CDK5 p35 inh 1.5, Rtt109 HAT inh 5, RTF Ca sens act -6 and C-LANA FP -0.5.
COc1ccc(NC(=O)C2CSC(C)(C)N2C=O)cc1 (configuration not stated) was read as NSD2 inh -13, Cardiac RTF inh -13, PvdQ acylase -14, dFosB act 1, Mot1-301 SUMO -1, Keap1 Nrf2 FP -1, CDK5 p35 inh 0.3, Rtt109 HAT inh -34, RTF Ca sens act -3 and C-LANA FP 1.0.
Screening Cc1cc(C)c2c(=O)cc(C(=O)NCc3ccccc3)oc2c1 returned NSD2 inh 2, Cardiac RTF inh -4, PvdQ acylase -12, dFosB act 0, Mot1-301 SUMO 6, PfHsp90 set2 7, Keap1 Nrf2 FP -1, CDK5 p35 inh -1.4, Rtt109 HAT inh 12, RTF Ca sens act 1 and C-LANA FP -1.5.
Screening O=C(COc1ccc(Cl)cc1)NC(=S)Nc1ccccc1N1CCOCC1 returned NSD2 inh -1, Cardiac RTF inh -8, PvdQ acylase -15, dFosB act 4, Mot1-301 SUMO -10, PfHsp90 set2 1, Keap1 Nrf2 FP 3, CDK5 p35 inh 0.3, Rtt109 HAT inh 1, RTF Ca sens act 1 and C-LANA FP 1.6.
Screening Cc1n[nH]c(=O)nc1N/N=C/c1ccco1 returned NSD2 inh -3, Cardiac RTF inh -2, PvdQ acylase 2, dFosB act 0, Mot1-301 SUMO 89, PfHsp90 set2 -2, Keap1 Nrf2 FP 1, CDK5 p35 inh 3.2, Rtt109 HAT inh 5, RTF Ca sens act -10 and C-LANA FP 1.0.
For COc1ccc(/C=N/c2nc3ccccc3n2CCN2CCCCC2)cc1OC the results were NSD2 inh 6, Cardiac RTF inh 3, PvdQ acylase -2, dFosB act 0, Mot1-301 SUMO 91, PfHsp90 set2 -8, Keap1 Nrf2 FP -5, CDK5 p35 inh 0.5, Rtt109 HAT inh 1, RTF Ca sens act -4 and C-LANA FP -0.3.
Screening CCOC(=O)CC(=O)NC(C)(C)CCCCC(C)(C)NC(=O)CC(=O)OCC returned Cardiac RTF inh -4, PvdQ acylase -12, dFosB act -7, Mot1-301 SUMO -4, PfHsp90 set2 -23, Keap1 Nrf2 FP -6, CDK5 p35 inh 0.0, Rtt109 HAT inh 2, RTF Ca sens act 0 and C-LANA FP -0.4.
Screening Cc1cc(OCC(=O)NCC(O)c2ccccc2)c2c(C)cc(=O)oc2c1 (configuration not stated) returned NSD2 inh -1, Cardiac RTF inh -5, PvdQ acylase 5, dFosB act -8, Mot1-301 SUMO 7, PfHsp90 set2 -5, Keap1 Nrf2 FP 0, CDK5 p35 inh 0.5, Rtt109 HAT inh 25, RTF Ca sens act -1 and C-LANA FP -0.5.
C(=N\Nc1ncnc2ccccc12)/c1ccccc1 was read as NSD2 inh 2, Cardiac RTF inh -7, PvdQ acylase -2, dFosB act -16, Mot1-301 SUMO -10, PfHsp90 set2 -9, Keap1 Nrf2 FP -6, CDK5 p35 inh 1.0, Rtt109 HAT inh 10, RTF Ca sens act 7 and C-LANA FP 1.4.
`O=C(CCNS(=O)(=O)c1ccccc1Cl)N1CCN(c2ccccn2)CC1` gave NSD2 inh -1, Cardiac RTF inh -1, PvdQ acylase -4, dFosB act -4, Mot1-301 SUMO -11, PfHsp90 set2 -7, Keap1 Nrf2 FP -6, CDK5 p35 inh -9.0, Rtt109 HAT inh -4, RTF Ca sens act 10 and C-LANA FP 0.8.
For CCn1c(CSc2nnc(-c3ccncc3)n2CCOC)nc2cc(C(=O)O)ccc21 the results were NSD2 inh -3, Cardiac RTF inh 0, PvdQ acylase -11, dFosB act -49, Mot1-301 SUMO -8, PfHsp90 set2 -14, Keap1 Nrf2 FP -4, CDK5 p35 inh -2.1, Rtt109 HAT inh -3, RTF Ca sens act -3 and C-LANA FP 2.0.
For Cc1nnc(-c2ccccc2)c(=O)n1/N=C/c1c(O)ccc2ccccc12 the results were NSD2 inh 8, Cardiac RTF inh -45, PvdQ acylase 12, dFosB act -5, Mot1-301 SUMO -15, PfHsp90 set2 -1, Keap1 Nrf2 FP -87, CDK5 p35 inh -0.5, Rtt109 HAT inh 22, RTF Ca sens act 21 and C-LANA FP -30.
`COc1ccc(-c2nc3c(s2)CN(S(C)(=O)=O)CC3)cc1OC` gave NSD2 inh -7, Cardiac RTF inh -2, PvdQ acylase -19, dFosB act 4, Mot1-301 SUMO 14, PfHsp90 set2 6, Keap1 Nrf2 FP -5, CDK5 p35 inh 0.6, Rtt109 HAT inh -1, RTF Ca sens act -3 and C-LANA FP 0.1.
`COc1ccc2oc(C(=O)OCC(=O)N3CCCC(C)C3)c(C)c2c1` (configuration not stated) gave NSD2 inh -2, Cardiac RTF inh 8, PvdQ acylase 7, dFosB act -20, Mot1-301 SUMO -8, PfHsp90 set2 0, Keap1 Nrf2 FP 3, CDK5 p35 inh 0.3, Rtt109 HAT inh 13, RTF Ca sens act -6 and C-LANA FP -1.7.
`CC(=O)O/N=C(/c1nonc1N)N1CCN(c2ccc([N+](=O)[O-])cc2Cl)CC1` gave NSD2 inh -2, Cardiac RTF inh 16, PvdQ acylase -6, dFosB act -7, Mot1-301 SUMO 14, PfHsp90 set2 14, Keap1 Nrf2 FP -3, CDK5 p35 inh 0.5, Rtt109 HAT inh -4, RTF Ca sens act 8 and C-LANA FP 1.9.
`O=C(O)c1cccc(S(=O)(=O)N2CCC(n3nnc4cc(C(F)(F)F)ccc43)CC2)c1` gave NSD2 inh -1, Cardiac RTF inh -6, PvdQ acylase -2, dFosB act 1, Mot1-301 SUMO 246, PfHsp90 set2 6, Keap1 Nrf2 FP -5, CDK5 p35 inh 0.4, Rtt109 HAT inh -5, RTF Ca sens act -1 and C-LANA FP 0.3.
`CCOC(=O)C1=C(C)NC2=C(C(=O)CC(C)(C)C2)C1c1ccc(N(C)C)cc1` (configuration not stated) gave NSD2 inh 0, Cardiac RTF inh 0, PvdQ acylase -7, dFosB act -7, Mot1-301 SUMO 30, Keap1 Nrf2 FP 0, CDK5 p35 inh 1.8, Rtt109 HAT inh 0, RTF Ca sens act -4 and C-LANA FP -0.5.
Screening NS(=O)(=O)c1ccc(CCNC(=S)Nc2ccccc2)cc1 returned NSD2 inh 1, Cardiac RTF inh 0, PvdQ acylase -1, dFosB act 8, Mot1-301 SUMO 2, PfHsp90 set2 6, Keap1 Nrf2 FP -8, CDK5 p35 inh -0.3, Rtt109 HAT inh -2, RTF Ca sens act 4 and C-LANA FP -0.7.
Screening Cn1c2ccccc2c(=O)c2cc(C#Cc3ccsc3)ccc21 returned Cardiac RTF inh -5, PvdQ acylase -5, dFosB act -2, Mot1-301 SUMO 11, PfHsp90 set2 -36, Keap1 Nrf2 FP -4, CDK5 p35 inh 1.1, Rtt109 HAT inh -6, RTF Ca sens act -3 and C-LANA FP 3.0.
Screening Cc1ccc(S(=O)(=O)NC2OC(=O)C(Cl)=C2Cl)cc1 (configuration not stated) returned NSD2 inh -9, Cardiac RTF inh -3, PvdQ acylase 7, dFosB act -6, Mot1-301 SUMO 15, PfHsp90 set2 8, Keap1 Nrf2 FP 2, CDK5 p35 inh 0.1, Rtt109 HAT inh -1, RTF Ca sens act -2 and C-LANA FP -0.2.
